GPR55 beta-arrestin: GPR55 agonists via beta-arrestin recruitment, primary screen, imaging, U2OS cells, beta-arrestin-GFP redistribution (AID 1961); U2OS GPR55 beta-arrestin-GFP redistribution imaging; higher % means a stronger effect; hit rate 0.048% among 290,000; activation, % at 10 µM; hits with a dose series show EC50 in µM;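 active means activation above 40% with more than 50 cells counted in the well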;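 further: U2OS osteosarcoma cells stably expressing GPR55 and beta-arrestin-GFP; plate controls were DMSO negative control for no effect and LPI positive control for full effect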
NOD2 inhibition: NOD2 signaling inhibitors, cell-based, luminescence, uHTS, HEK293 (AID 1566) | HEK293 NOD2/NF-kB luciferase reporter, luminescence; higher % means a stronger effect | inhibition, % at 4 µM; hits with a dose series show EC50 in µM | hit rate 0.63% among 290,000; further: many of its hits are not listed in these tables
Rac1 GTP hydrolysis: MgcRacGAP GTPase-activating activity inhibitors, confirmation, biochemical, ADP Hunter fluorescence. MgcRacGAP-stimulated Rac1 GTP hydrolysis, ADP Hunter fluorescence; higher % means a stronger effect; GST-tagged Rac1 F28L mutant substrate. inhibition, % at 30 µM; hits with a dose series show IC50 in µM. hit rate 0.6% among 340,000;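 active means first-screen hits whose inhibition reached a set limit at any dose in the follow-up dose series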;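 further: fluorescence reports GDP produced by GAP-driven GTP hydrolysis; strong numbers were not always called active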
HIV peptide binding: inhibitors of HIV fusion peptide binding, primary screen, biochemical, uHTS, fluorescence dequenching (AID 1986); cell-free peptide binding, fluorescence dequenching, 30 min; higher % means a stronger effect; inhibition, % at 20 µM; hits with a dose series show IC50 in µM; hit rate 0.3% among 290,000; in the data active means inhibition mostly above about 52%, no sharp cut-off; inactive means mostly below about 76%; further: some results filed as inactive read as strong as hits
NOD1 inhibition: NOD1 signaling inhibitors, primary screen, cell-based, luminescence, uHTS (AID 1578); NOD1-driven NF-kB luciferase reporter cells, luminescence; higher % means a stronger effect; inhibition, % at 4 µM; hits with a dose series show EC50 in µM; hit rate 1% among 290,000; in the data active means inhibition mostly above about 36%, no sharp cut-off; inactive means mostly below about 34%;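 further: HEK-293T reporter cells stimulated with the NOD1 agonist gamma-tri-DAP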
KOR beta-arrestin-1: KOR agonists, beta-arrestin recruitment, primary screen, cell-based, luminescence, uHTS (AID 1777); Kappa-type opioid receptor (Homo sapiens); KOR beta-arrestin recruitment, luminescence; higher % means a stronger effect; one-dose activation, % at 10 µM; EC50 in µM for titrated hits; hit rate 0.02% among 280,000; in the data active means activation above about 50%, passing the limit was not always enough; further: a part of the inactive calls stands beside numbers as strong as those of hits
SV40 large T antigen: SV40 large T antigen inhibitors, biochemical (AID 1903). inhibition, % at 20 µM; hits with a dose series show IC50 in µM. hit rate 0.39% among 310,000. SV40 large T antigen ATPase/helicase inhibition assay; higher % means a stronger effect; in the data active means a potency from the dose series; further: strong numbers were not always called active
KOR beta-arrestin-2: KOR antagonists, beta-arrestin recruitment, cell-based, luminescence, uHTS (AID 1778); Kappa-type opioid receptor (Homo sapiens); KOR beta-arrestin recruitment, luminescence, antagonist mode; higher % means a stronger effect; one-dose inhibition, % at 10 µM; IC50 in µM for titrated hits; hit rate 0.091% among 290,000; further: strong numbers were not always called active
GPR55 antagonists: GPR55 antagonists blocking LPI-driven arrestin recruitment, primary screen, imaging, U2OS, beta-arrestin-GFP, LPI agonist (AID 2013) | G-protein coupled receptor 55 (Homo sapiens) | U2OS GPR55 beta-arrestin-GFP translocation imaging, LPI antagonism; higher % means a stronger effect | inhibition, % at 10 µM; hits with a dose series show IC50 in µM | hit rate 0.13% among 290,000;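 active means spots per cell inhibited over 60%, with over 100 cells counted and total cytoplasm intensity under 500,000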;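 further: U2OS cells stably carrying GPR55 and arrestin-GFP stimulated by 5 µM LPI near EC80; imaged beta-arrestin-GFP aggregate spots per cell after agonist stimulation; plate controls were LPI-stimulated DMSO wells for no effect and DMSO wells without LPI for full effect; some results filed as inactive read as strong as hits; confirmed hits need IC50 under 10 µM and bright autofluorescent wells are also inconclusive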
An asterisk follows results filed as active; x = no result given; [ ] = dose if it differs, or a comment. Unless noted, no stated cut-off is given here; in the data, active means inhibition above about 50%; inactive means the rest. This is a subset (hit frequency here may not be typical).

SMILES	GPR55 beta-arrestin	NOD2 inhibition	Rac1 GTP hydrolysis	HIV peptide binding	NOD1 inhibition	KOR beta-arrestin-1	SV40 large T antigen	KOR beta-arrestin-2	GPR55 antagonists
Cc1ccc(SCCNC(=S)Nc2ccccc2)cc1	0.5%	-4%	1%	-1.6%	-24%	6.6%	11%	21%	-2%
O=C(CCCOc1ccccc1)Nc1cccc([N+](=O)[O-])c1	0.9%	-10%	3%	-0.3%	-43%	x	4%	-46%[20 µM]	-9%
CCOc1ccc(Nc2nc3ccccc3c(=O)s2)cc1	-1.9%	7%	4%	1.1%	3%	1.3%	9%	36%	13%
CN1CCN(c2nc(-c3ccccc3O)nc3ccccc23)CC1	1.0%	0%	12%	0.7%	-17%	-2.6%	3%	-30%	-10%
CC(=O)c1cccc(NS(=O)(=O)c2c(C)n[nH]c2C)c1	-0.2%	15%	8%	-1.2%	-18%	-1.8%	12%	15%	5%
CSc1nnc2c3c4c(sc3c(=O)n(-c3ccccc3)n12)CC(C)(C)OC4	-0.2%	13%	3%	0.6%	4%	-8.3%	4%	24%	8%
COC(=O)Cn1ncn2cccc2c1=O	0.7%	1%	9%	2.5%	-2%	-0.5%	20%	-8%	5%
CC(C)(C)C(=O)Oc1ccc2cc(-c3ccc4ccccc4n3)c(=O)oc2c1	0.2%	17%	7%	11%	-14%	2.0%	14%	-20%	4%
O=C(NN1C(=O)C2C3C=CC(C4CC34)C2C1=O)c1ccc(Cl)cc1 (stereo not drawn)	-0.1%	20%	6%	-1.8%	10%	0.9%	10%	-4%	7%
CCOC(=O)c1c(C)n(C)c2ccc(OCC(O)Cn3c(C)nc4ccccc43)cc12 (stereo not drawn)	-0.2%	24%	9%	-2.3%	18%	-2.7%	3%	4%	3%
Cc1ccc(CNC(=O)COC(=O)c2ccc(S(=O)(=O)N(C)C)cc2)cc1	-0.4%	6%	-1%	-0.6%	-26%	-1.6%	9%	-7%	3%
C=C1CC(C)OC(c2ccccc2OCC(O)CN2CCCCC2)C1 (stereo not drawn)	-0.3%	-3%	3%	2.6%	-26%	2.1%	5%	-13%	8%
C=CCN(CC=C)C(=O)c1cccc(OC2CCN(CC(C)(C)C)CC2)c1	-0.1%	-10%	8%	1.8%	-38%	-1.4%	7%	1%	16%
COc1ccc(C2(c3ccc(OC)cc3)NC(=O)N(CC(=O)NC(C)C)C2=O)cc1	x	-5%	5%	-0.9%	-32%	-4.7%	6%	-6%	4%
O=C(N/N=C(\c1ccccc1)c1ccccn1)c1ccccc1Cl	0.4%	22%	0%	0.3%	18%	-4.0%	13%	-2%	0%
CCc1ccccc1NC(=O)CC(=O)Nc1ccccc1CC	-0.1%	12%	7%	-0.8%	-30%	-0.5%	0%	-50%[20 µM]	10%
OC(COc1ccc2cc(Br)ccc2c1)CN1CCN(c2ccccn2)CC1 (stereo not drawn)	0.0%	-5%	7%	-1.6%	-23%	24%	10%	-56%	1%
Cc1ccc(C(=O)NNC(=O)CCC(=O)Nc2cccc(Cl)c2C)cc1	-0.4%	1%	6%	-0.2%	-33%	-3.0%	11%	14%	11%
CCOC(=O)CN(C(=O)CSc1nnc(C)n1-c1ccccc1)c1ccccc1	-0.3%	4%	2%	0.7%	-18%	-0.7%	-2%	-47%	7%
NC1=NC(=O)/C(=C\c2ccsc2)S1	-0.2%	-8%	3%	2.6%	-42%	1.6%	19%	12%[20 µM]	4%
CC(C)CC(NC(=O)OC(C)(C)C)c1cn([C@@H](CCCCNC(=O)OC(C)(C)C)C(=O)N2CCN(C(=O)OC(C)(C)C)CC2)nn1 (stereo partly drawn)	-0.1%	26%	10%	1.4%	-26%	-1.6%	4%	-8%	0%
Cc1ccc(Cl)cc1N1CCN(CC(O)COC(C)C)CC1 (stereo not drawn)	0.7%	8%	10%	-0.5%	-1%	2.1%	9%	3%	-2%
CCc1ccc(OCCCC(=O)Nc2ccc(S(N)(=O)=O)cc2)cc1	0.2%	25%	-10%	2.8%	21%	2.4%	1%	-12%	-3%
CC(=O)N1CCOc2ccc(S(=O)(=O)N3CCCC(C)C3)cc21 (stereo not drawn)	1.3%	26%	7%	-1.9%	-9%	5.8%	-1%	-33%	1%
Cc1ccc(Cn2nnc3c(=O)n(CC(=O)N4CCCCC4)cnc32)cc1	-0.3%	-2%	8%	-4.4%	12%	0.5%	9%	-26%	13%

Exported as labelled records: entries from further up.
Structure: CC(C)CC(NC(=O)OC(C)(C)C)c1cn([C@@H](CCCCNC(=O)OC(C)(C)C)C(=O)N2CCN(C(=O)OC(C)(C)C)CC2)nn1 (stereo partly drawn)
  GPR55 beta-arrestin: -0.1%
  NOD2 inhibition: 26%
  Rac1 GTP hydrolysis: 10%
  HIV peptide binding: 1.4%
  NOD1 inhibition: -26%
  KOR beta-arrestin-1: -1.6%
  SV40 large T antigen: 4%
  KOR beta-arrestin-2: -8%
  GPR55 antagonists: 0%

Structure: C=CCN(CC=C)C(=O)c1cccc(OC2CCN(CC(C)(C)C)CC2)c1
  GPR55 beta-arrestin: -0.1%
  NOD2 inhibition: -10%
  Rac1 GTP hydrolysis: 8%
  HIV peptide binding: 1.8%
  NOD1 inhibition: -38%
  KOR beta-arrestin-1: -1.4%
  SV40 large T antigen: 7%
  KOR beta-arrestin-2: 1%
  GPR55 antagonists: 16%

Additional compounds follow:
SMILES	GPR55 beta-arrestin	NOD2 inhibition	Rac1 GTP hydrolysis	HIV peptide binding	NOD1 inhibition	KOR beta-arrestin-1	SV40 large T antigen	KOR beta-arrestin-2	GPR55 antagonists
O=C(Cn1cccc1C(=O)c1ccccc1)NCc1ccc2c(c1)OCO2	-0.2%	-5%	12%	-0.1%	-21%	-1.5%	16%	10%	6%
CC(=O)NC(=S)Nc1ccc(S(=O)(=O)Nc2ncccn2)cc1	0.4%	10%	-3%	-0.7%	0%	2.2%	4%	27%	4%
CC1CC(C)CN(CCCNC(=O)Cn2cccc2C(=O)c2ccccc2)C1 (stereo not drawn)	-0.3%	-8%	5%	1.1%	20%	0.4%	0%	-20%	-9%
COCCCN1C(=O)C(=O)/C(=C(/O)c2ccc(C)cc2)C1c1ccccc1 (stereo not drawn)	-0.1%	4%	5%	-2.9%	-8%	-2.2%	-3%	20%	5%
Cc1cc(C)c(NC(=O)CSc2nnnn2-c2cccnc2)c(C)c1	-0.2%	2%	2%	-0.3%	-40%	1.2%	9%	-5%	-2%
O=C(O)c1cc(C(=O)O)cc(N2C(=O)CSC2=S)c1	-0.1%	-1%	-8%	9.5%	-21%	-3.6%	18%	0%	2%
O=C(NCCc1ccc(F)cc1)Nc1ccc2c(c1)OCO2	1.1%	-50%	5%	-1.1%	-39%	-6.5%	12%	-14%	1%
Cc1ccnc2nc(C(=O)OCC(=O)Nc3ccc4c(c3)OC(F)(F)O4)nn12	-0.1%	-19%	8%	1.4%	-55%	5.8%	0%	-26%	3%
Cc1noc(C)c1COc1ccc(CC(=O)NCCc2ccccn2)cc1	-0.2%	-2%	6%	0.0%	-27%	2.7%	8%	-8%	-6%
Cn1nc(C(F)(F)F)c(-c2ccc(Br)cc2)c1NC(=O)c1ccco1	0.0%	10%	-15%	-0.1%	-5%	2.9%	8%	41%	9%
O=C(COC(=O)CCc1nc2ccccc2c(=O)[nH]1)Nc1ccccc1Cl	-1.9%	4%	13%	0.5%	-1%	0.1%	7%	-12%	-5%
CC(C)(C)n1nnnc1C(c1ccc(C#N)cc1)N1CCCC2(CCCCC2)C1 (stereo not drawn)	-0.1%	-24%	10%	-0.4%	-36%	2.5%	16%	-10%	19%
C(=C\c1ccccn1)/c1ccncc1	0.0%	-10%	11%	-0.6%	1%	1.0%	9%	28%	3%
CC(C)[C@H](NS(=O)(=O)c1ccccc1)C(=O)OCC(=O)Nc1ccccc1Sc1ccccc1	-0.2%	-1%	8%	-0.1%	-25%	17%	7%	-24%	16%
O=C(CC1NCCNC1=O)Nc1ccc2c(c1)OCO2 (stereo not drawn)	-0.1%	-4%	3%	-1.9%	-22%	59%	3%	16%	0%
CCC1Oc2ccc(C)cc2N(CC(=O)NCCN2CCOCC2)C1=O (stereo not drawn)	-0.1%	3%	5%	-0.3%	-21%	0.1%	-5%	-8%	-8%
CCCCn1c(=O)c2c(c3ccccc31)OCC(=O)N2	0.2%	9%	x	-2.3%	6%	4.5%	x	6%	-2%
Cc1ccccc1N(CC(=O)NC(C)(C)C)C(=O)c1ccc(-c2ccccc2)[nH]1	0.1%	26%	x	-0.1%	-17%	-8.6%	8%	-11%	7%
CC(C)(C)OC(=O)NCC(=O)NCC(=O)OCc1ccccc1	0.7%	-17%	5%	1.0%	-23%	-3.8%	13%	29%	0%
CC(=O)Nc1ccc(S(=O)(=O)Nc2cccc(C(=O)Nc3ccccc3C(=O)O)c2)cc1	-0.3%	48%	9%	17%	59%	2.3%	17%	-20%[20 µM]	-4%
CCn1nc(C(=O)OCC(=O)c2ccc(F)cc2)c2ccccc2c1=O	0.0%	8%	-52%	2.2%	-23%	3.1%	2%	26%	10%
COc1cc(NC(=O)CSc2nnnn2Cc2ccccc2)cc(OC)c1	-0.1%	17%	6%	1.2%	-34%	-3.9%	-5%	5%	4%
O=C(O)[C@H]1CCCC[C@H]1C(=O)Nc1ccc(S(=O)(=O)N2CCCCC2)cc1	x	-15%	6%	0.4%	-17%	2.4%	2%	-24%	-5%
O=C(Nc1ccccc1)Nc1cccc2ccccc12	0.2%	-12%	-2%	-0.4%	-10%	2.6%	1%	-8%	5%
N#Cc1nc(COc2ccc(Cl)cc2Cl)oc1N1CCN(c2ccccc2)CC1	-0.2%	-27%	8%	-2.3%	22%	-1.7%	2%	-59%	-4%
CSCCC(NS(=O)(=O)c1ccc2c(c1)oc(=O)n2C)C(=O)NCc1ccccc1 (stereo not drawn)	-0.1%	15%	8%	2.3%	-10%	2.0%	5%	-12%	4%
CC(=O)OCCNc1nc(-c2ccccc2)nc2ccccc12	-0.1%	13%	7%	-0.5%	-21%	6.0%	-2%	-59%[20 µM]	4%
CC(=O)N(c1ccccc1)c1ccc([N+](=O)[O-])cc1[N+](=O)[O-]	0.3%	-9%	6%	7.0%	-13%	-0.2%	-1%	x	3%
Cc1ccc2nc(-c3ccc(NS(=O)(=O)c4ccccc4)cc3)sc2c1	0.0%	16%	5%	1.3%	-2%	13%	6%	-61%	-8%
CCc1c(C)sc(NC(=O)C2CC2)c1C(=O)OC(C)C	-0.2%	14%	10%	0.4%	-14%	-2.9%	8%	12%	-9%
O=C(O)CCCCCn1c(O)c(C=C2N=c3ccccc3=N2)sc1=S	-0.2%	4%	6%	46%	-37%	4.0%	19%	42%	-2%
COc1ccc(CCNc2nnc(C)c(=O)[nH]2)cc1OC	0.3%	9%	4%	-1.9%	-3%	-2.9%	1%	13%	9%
CCCN(CCC)Cc1c(C(=O)N/N=C/c2ccncc2)nnn1-c1nonc1N	-0.1%	-12%	6%	0.6%	-3%	-2.3%	2%	15%	-13%
CC(=O)Nc1nnc(CSCc2ccccc2F)s1	0.2%	2%	9%	-1.9%	-6%	1.0%	9%	13%	3%
